West Nile virus CPE – West Nile virus antiviral activity, cell-based, CPE readout (AID 1621) | West Nile virus-infected cells, CPE inhibition; higher % means a stronger effect | CPE inhibition, % at 10 µM, or IC50 in µM where a hit was titrated | actives 0.02% (n = 290,000); in the data active = a potency from the dose series; inconclusive = CPE inhibition mostly from about 3.7% at the one dose, without a potency; inactive = the rest, 99 in 100 with CPE inhibition below about 2.2%; note: strong numbers were not always called active
Salmonella PhoP GFP – inhibitors of PhoP regulon expression, primary screen, Salmonella Typhimurium, GFP reporter (AID 1863); actives 0.16% (n = 300,000); one-dose inhibition, % at 50 µM; IC50 in µM for titrated hits; S. Typhimurium PhoP-regulated promoter GFP reporter, 4 h; higher % means a stronger effect;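 active = inhibition over 29.93%, a cutoff 3 SD above the screen mean, later confirmed by dose response; inconclusive = inhibition over 29.93% but no dose response follow-up; inactive = inhibition at most 29.93% or unconfirmed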;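 note: 0% = low Mg2+ inducing control and 100% = high Mg2+ repressing control; strong numbers were not always called active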
SV40 large T antigen – SV40 large T antigen inhibitors, biochemical (AID 1903); actives 0.39% (n = 310,000); SV40 large T antigen ATPase/helicase inhibition assay; higher % means a stronger effect; one-dose inhibition, % at 20 µM; IC50 in µM for titrated hits; in the data active = a potency from the dose series; inconclusive = inhibition mostly from about 32% at the one dose, without a potency; inactive = the rest, 99 in 100 with inhibition below about 32%; note: strong numbers were not always called active
Dengue-2 NS5 capping – Dengue-2 NS5 methyltransferase inhibitors, primary screen, biochemical, confirmation dose response (AID 588689); Genome polyprotein (Dengue virus type 2 (strain 16681-PDK53)); Dengue-2 NS5 methyltransferase capping enzyme assay, biochemical; higher % means a stronger effect; inhibition, % at 25 µM, or IC50 in µM where a hit was titrated; actives 0.3% (n = 340,000); in the data active = a potency from the dose series; inconclusive = inhibition above about 29% without an active follow-up result
RSV antiviral HEp-2 – RSV antiviral activity via CPE protection, HEp-2 cells, primary 10 µM value included (AID 2391) | HEp-2 cells, RSV-induced CPE inhibition; higher % means a stronger effect | actives 0.13% (n = 310,000) | CPE inhibition, % at 10 µM, or IC50 in µM where a hit was titrated; in the data active = a potency from the dose series; inconclusive = CPE inhibition mostly from about 23% at the one dose, without a potency; inactive = the rest, 99 in 100 with CPE inhibition below about 21%; note: strong numbers were not always called active
T cell modulator – modulators of CD8 T cell-vesicle binding, primary screen, mouse 2C CD8+ T cells, flow cytometry; 2C CD8+ T cell-vesicle binding; active compounds read low; calls only at 7 µM; actives 0.068% (n = 330,000); AID 2052, 2009;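 active = response, share of CD8 T cells binding vesicles, and their 90th percentile fluorescence all below set limits, cut at about 80% in these data, passing the limit was not always enough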
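Assay system: 2C TCR transgenic mouse naive CD8+ T cells, MACS-purified | Read-out: CD8+ gate FL2 mean fluorescence as % of same-row positive control | Signal: High-throughput flow cytometry with anti-B7-1 and anti-CD8 staining | Timing: Binding step 1.5 h, 37 °C, antibody labelling 20 min, ice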
Rac1 GTP hydrolysis – MgcRacGAP GTPase-activating activity inhibitors, confirmation, biochemical, ADP Hunter fluorescence; Rac GTPase-activating protein 1 (Homo sapiens); MgcRacGAP-stimulated Rac1 GTP hydrolysis, ADP Hunter fluorescence; higher % means a stronger effect; GST-tagged Rac1 F28L mutant substrate; one-dose inhibition, % at 30 µM; IC50 in µM for titrated hits; actives 0.6% (n = 340,000); AID 624330, 2012;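 active = first-screen hits whose inhibition reached a set limit at any dose in the follow-up dose series; inconclusive = inhibition above the set first-screen limit but never retested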;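 note: fluorescence reports GDP produced by GAP-driven GTP hydrolysis; strong numbers were not always called active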
NTR1 ag – agonists of NTR1, primary screen, imaging, U2OS cells, beta-arrestin-GFP, high content (AID 493036); Neurotensin receptor type 1 (Homo sapiens), P30989; NTR1-U2OS beta-arrestin-GFP spot imaging, agonist mode; activation, % at 20 µM; actives 0.17% (n = 330,000);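 active = activation at or above 40% of the spot to cytoplasm intensity ratio, with at least 20 cells analyzed; inconclusive = wells under 20 cells, flagged as cytotoxic or low count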;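 note: 0% = DMSO without peptide and 100% = 100 nM NTR1 peptide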
Target sequence (P30989 whole entry, looked up): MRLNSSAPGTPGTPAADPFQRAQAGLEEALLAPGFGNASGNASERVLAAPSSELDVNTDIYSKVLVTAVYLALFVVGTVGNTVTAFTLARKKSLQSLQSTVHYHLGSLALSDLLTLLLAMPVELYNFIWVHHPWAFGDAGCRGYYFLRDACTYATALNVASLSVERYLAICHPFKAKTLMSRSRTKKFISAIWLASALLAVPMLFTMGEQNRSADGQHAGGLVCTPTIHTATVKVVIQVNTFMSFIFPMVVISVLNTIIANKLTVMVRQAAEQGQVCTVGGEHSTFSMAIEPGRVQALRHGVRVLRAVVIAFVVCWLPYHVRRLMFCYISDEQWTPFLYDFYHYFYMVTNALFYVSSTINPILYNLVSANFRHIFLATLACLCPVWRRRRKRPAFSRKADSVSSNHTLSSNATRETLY
K1F lysis inhibition – inhibition of K1F phage lysis, E. coli UTI89, bacterial capsule biogenesis inhibitors, alamar blue (AID 488966); E. coli UTI89 K1F phage lysis, alamar blue, 2 h; higher % means a stronger effect; one-dose inhibition, % at 100 µM; IC50 in µM for titrated hits; actives 0.02% (n = 340,000);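 active = phage lysis inhibition, versus mean bacterial control, above a set limit; inconclusive = no clear call, values can overlap the other calls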;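 note: capsule biogenesis inhibitors block K1F phage lysis so surviving cells raise fluorescence; higher fluorescence means more inhibition of phage lysis; actives were called in the ten point dose series up to 300 µM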
T cell modulator vesicle-bound % – further read-out of T cell modulator, marked with its call; double positive events, %; measured here: CD8+ vesicle-bound cell fraction;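 binding gate set so that unloaded-vesicle control wells show 10% double positive cells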
NTR1 ag cell count 20 µM – recorded beside NTR1 ag, whose call it bears; cell count; measured here: cell count, cytotoxicity flag
Dengue-2 NS5 capping pilot replicate – second read-out of Dengue-2 NS5 capping, no call of its own (marks repeat the call); inhibition, %; measured here: pilot screen replicate inhibition
* = called active by the depositor; i = inactive; ? = inconclusive; nt = no result given; & = joins results of further samples; [ ] = dose if it differs, or a comment. Random draw from the library. Share with any hit: about 1.5%.

SMILES	West Nile virus CPE	Salmonella PhoP GFP	SV40 large T antigen	Dengue-2 NS5 capping	RSV antiviral HEp-2	T cell modulator	T cell modulator vesicle-bound %	Rac1 GTP hydrolysis	NTR1 ag	NTR1 ag cell count 20 µM	K1F lysis inhibition	others
Cc1ccc(S(=O)(=O)N(CC(=O)NCCC2=CCCCC2)Cc2ccccc2)cc1	0.0%	19%	4%	0%	2.6%	i	28	-3%	13	75	1.1%
CCOc1ccccc1NC(=O)COC(=O)C12CC3CC(CC(O)(C3)C1)C2	nt	nt	nt	4%	nt	nt	nt	1%	0.7	68	2.6%[50 µM]
Cc1ccc(NC(=O)CN2C(=O)S/C(=C\c3cc(Cl)c(OCC(=O)O)c(Cl)c3)C2=O)cc1	0.2%	-5%	12%	10%	2.7%	i	57	17%	0.7	62	0.1%	Dengue-2 NS5 capping pilot replicate=0.3
O=C1NC(CCc2ccccc2)C(=O)N1CCOc1cccc(Br)c1 (centres undefined)	0.6%	2%	16%	-2%	2.7%	i	35	-7%	0.6	59	-0.2%
O=C1O/C(=C\c2ccccc2)c2ccccc21	0.0%	2%	7%	4%	1.1%	i	52	7%	0.2	66	1.2%
N#CCC(=O)c1ccccc1Oc1ccc(Cl)cc1	1.3%	4%	0%	-2%	4.1%	i	41	3%	-0.1	95	-0.4%
CN(Cc1ccc(F)cc1)C(=O)CN1C(=O)c2ccccc2S1(=O)=O	nt	nt	nt	-5%	nt	i	45	3%	1.1	72	-4.3%
O=C(CCN1N=C(c2ccccc2)CCC1=O)NCCCN1CCOCC1	0.5%	-8%	8%	-7%	1.7%	i	30	12%	0.5	71	2.3%
CSCCNCc1cn(-c2ccc(F)cc2F)nc1-c1ccccc1C	-1.9%	7%	11%	-6%	1.6%	i	24	5%	2.6	58	0.7%
COc1ccccc1C(=O)NCCN1CCN(c2ccccc2)CC1	-0.8%	0%	27%	2%	0.2%	i	59	-8%	-0.7	54	0.1%	Dengue-2 NS5 capping pilot replicate=-3.3
COc1ccc(-n2nnnc2SCC(=O)Nc2nc3c(s2)CCCC3)cc1	-0.9%	0%	3%	4%	1.6%	i	29	5%	1.6	86	1.1%
O=C(Nc1ccccc1C(=O)O)c1ccc(NC(=O)c2ccc(Br)o2)cc1	0.3%	7%	0%	-1%	3.3%	i	16	-6%	-0.9	93	2.3%
CC1(C)CC(=O)C(=C2SCCCS2)C(=O)C1	-0.1%	3%	9%	-6%	2.4%	i	54	8%	-1.8	53	1.3%[50 µM]
CS(=O)(=O)c1ccccc1C(=O)NCCC(c1ccccc1)c1ccccc1	-1.3%	1%	8%	-8%	0.4%	i	20	0%	0.0	42	-1.8%
O=S(=O)(Nc1ccc(Cc2ccncc2)cc1)N1CCCC1	-0.9%	7%	4%	2%	1.4%	i	22	9%	0.3	39	4.4%
COc1ccc(CCNC(=O)c2c(C)nn(CC(C)C)c2Cl)cc1	-0.3%	7%	-2%	-7%	4.4%	i	10	8%	3.4	58	0.2%
COc1cc(/C=N/NC(=O)c2cccnc2)ccc1OCC(=O)Nc1c(C)cc(C)cc1C	0.5%	4%	-4%	-1%	2.2%	i	27	9%	-0.7	76	0.3%
CC(C)C(NS(=O)(=O)c1cccs1)C(=O)NCCCN1CCCCCC1 (centres undefined)	-0.6%	3%	2%	7%	-0.2%	i	48	5%	0.5	81	0.1%
Cc1ccc(S(=O)(=O)N2CCOCC2)cc1NC(=O)COc1cccc(-n2cnnn2)c1	nt	nt	nt	-2%	2.2%	i	37	-4%	-2.7	50	0.1%[50 µM]
CCCN1C(=S)c2ccccc2C1c1ccccc1 (centres undefined)	-1.1%	0%	7%	4%	0.7%	i	45	8%	5.2	56	0.0%
S=c1[nH]nc(COc2ccccc2)n1/N=C/C=C/c1ccco1	0.8%	1%	>100µM*	nt	0.9%	i	25	nt	0.3	65	nt
Cn1c(Cn2nnc3ccccc32)nnc1SCC(=O)NCc1ccc2c(c1)OCO2	-0.1%	3%	7%	-5%	nt	nt	nt	-1%	nt	nt	0.1%
CC(C)C[C@@H](COc1ccccc1)N1CCN(CC(C)C)CCC1=O	-0.7%	nt	2%	6%	-1.5%	i	12	5%	-0.7	99	0.8%
CCOC(=O)CSc1nnc2n(Cc3ccccc3)c(=O)c3c4c(sc3n12)CCC4	0.3%	-12%	1%	-10%	nt	nt	nt	3%	nt	nt	3.8%
Cc1cc2oc(=O)cc(C)c2cc1NC(=O)CCl	1.3%	-7%	3%	nt	1.7%	i	3	nt	-0.3	54	nt
COc1ccc(OC)c(C2C(C#N)=C(N)N(N(C)C)C3=C2C(=O)CCC3)c1 (centres undefined)	-0.3%	nt	24%	-4%	1.6%	i	29	2%	-0.6	90	0.1%
Cc1ccc(CN2CCSc3ccc(C(=O)NCc4ccccn4)cc32)cc1	0.9%	0%	0%	-4%	5.6%	i	52	0%	0.8	85	-0.1%
C[C@]12CCC(=O)C=C1CC[C@@H]1[C@@H]2CC[C@@]2(C)[C@H]1CC[C@@]21CCC(=O)O1	-1.1%	5%	2%	4%	11%	i	44	7%	2.6	97	0.0%
CCN(CC)S(=O)(=O)c1ccc2c(c1)nc(CCC(=O)O)n2CC	-0.1%	4%	6%	-7%	-0.9%	i	14	1%	-0.1	18	1.4%
CC(=O)c1ccc(S(=O)(=O)NC2CC2)cc1	-0.3%	-3%	5%	-12%	1.5%	i	19	6%	0.4	34	0.2%
O=C(COc1ccccc1Cl)NNC(=O)c1ccc2nc[nH]c2c1	nt	-1%	23%	-1%	-0.9%	i	60	11%	0.2	52	-1.8%
Cn1c(SCC(=O)NCCNC(=O)CSc2nnc(C(F)(F)F)n2C)nnc1C(F)(F)F	0.1%	4%	10%	-3%	6.5%	i	51	11%	-1.4	59	1.7%
COc1ccc(CCc2nc(C)ccc2O)cc1	-0.3%&0.1%	22%&12%	14%&5%	-2%&-7%	2.0%&1.4%	i	40&46	2%&11%	-1.8&-1.4	53&29	8.6%&2.5%
Oc1cccc(/C=N/Nc2ncnc3c2ncn3Cc2ccccc2)c1	0.0%	-7%	10%	-4%	4.1%	i	49	15%	-0.4	36	2.0%
CCCOc1ccccc1C(=O)N1CCNC(=O)C1CC(=O)OC(C)C (centres undefined)	-0.6%	-2%	1%	nt	0.9%	i	28	10%	2.3	74	-0.1%
CCC(=O)N1CCN(CCN=CC2=C(O)CC(c3cccs3)CC2=O)CC1 (centres undefined)	1.0%	25%	7%	-4%	3.6%	i	23	-1%	4.5	47	0.5%[50 µM]
CC(C)Sc1cc(N2CCOCC2)nc(-c2ccccc2)n1	-0.3%	-15%	6%	2%	16%	i	47	5%	9.9	64	2.2%[50 µM]
Cc1ccc(-n2nnc3c(=O)n(CC(=O)c4ccccc4)cnc32)cc1	-0.3%	-5%	11%	-4%	3.9%	i	12	4%	0.3	89	-0.2%
O=C(Nc1ccccn1)c1ccc(Br)c(S(=O)(=O)N2CCCC2)c1	-1.3%	-4%	20%	3%	?	i	6	8%	0.6	70	1.2%[50 µM]
CCC(C)c1ccc(NC(=O)CSc2nncn2N)cc1 (centres undefined)	0.0%	-4%	16%	-2%	nt	i	15	11%	-1.7	42	-0.1%
O=C(Nc1ncc2c(n1)CC(c1ccco1)CC2=O)c1ccccc1 (centres undefined)	nt	9%	10%	-3%	-0.3%	i	54	2%	-1.1	50	1.1%
COc1cc(/C=N/NC(=O)c2ccc(N(C)S(=O)(=O)c3ccccc3)cc2)cc(OC)c1OC	-0.9%	7%	8%	-3%	6.8%	i	47	0%	1.4	29	2.1%
CCCCCSc1nc2c(cnn2-c2ccc(F)cc2)c(=O)[nH]1	-0.6%	7%	10%	-5%	6.3%	i	27	12%	1.4	70	0.2%
Cc1ccccc1C(=O)Nc1ccccc1C(=O)N1CCC(C)CC1	-0.3%	8%	3%	-4%	0.7%	i	44	2%	-0.6	39	1.4%
COc1ccc(-c2nc(CS(=O)CC(=O)NC(C)CCc3ccccc3)c(C)o2)cc1OC (centres undefined)	-0.3%	-1%	-1%	-8%	11%	i	24	13%	0.8	46	0.0%
CCC1Oc2ccccc2N(CC(=O)NCCN2C(C)CCCC2C)C1=O (centres undefined)	-0.7%	3%	-2%	-1%	-2.0%	i	9	0%	-0.7	53	2.5%
CN(c1ccccc1C(=O)Nc1cccc([N+](=O)[O-])c1)S(=O)(=O)c1ccccc1	-1.9%	0%	10%	1%	3.8%	i	47	9%	1.1	52	0.1%
Cc1ccc2cc3cc(C(=O)NCCCN4CCCC4=O)oc3nc2c1	-0.9%	3%	0%	-7%	3.8%	i	35	13%	1.9	71	0.2%
COc1ccccc1-n1c(-c2ccccc2)c[nH]c1=S	-0.7%	-12%	-43%	-17%	nt	nt	nt	8%	nt	nt	0.1%
CCOC(=O)c1cnc2c(F)ccc(F)c2c1Sc1ccccc1	-0.5%	0%	13%	-5%	nt	i	54	7%	4.5	44	0.8%
CC(=O)Nc1ccc(NC2=C/C(=N/S(=O)(=O)c3cccs3)c3ccccc3C2=O)cc1	2.0%	9%	8%	nt	-2.7%	i	55	nt	-1.4	19	nt
CCOC(=O)c1[nH]c(C)c(C(=O)OCC)c1C	0.2%	0%	-8%	-2%	-1.2%	i	30	19%	-1.6	89	-0.5%
Cc1ccc(-c2csnn2)cc1	0.0%	-3%	0%	10%	2.2%	i	2	-18%	2.0	41	-2.7%
N=C1CCCN1CC(=O)c1ccc(Br)cc1	-0.4%	5%	1%	-7%	-0.3%	i	44	-32%	-1.4	42	-2.2%

Retrieved by structure from the entries so far, 2 records:
SMILES	West Nile virus CPE	Salmonella PhoP GFP	SV40 large T antigen	Dengue-2 NS5 capping	RSV antiviral HEp-2	T cell modulator	T cell modulator vesicle-bound %	Rac1 GTP hydrolysis	NTR1 ag	NTR1 ag cell count 20 µM	K1F lysis inhibition	others
CCOC(=O)c1cnc2c(F)ccc(F)c2c1Sc1ccccc1	-0.5%	0%	13%	-5%	nt	i	54	7%	4.5	44	0.8%
CCOC(=O)c1[nH]c(C)c(C(=O)OCC)c1C	0.2%	0%	-8%	-2%	-1.2%	i	30	19%	-1.6	89	-0.5%

Assay outcomes as filed in PubChem BioAssay.
